LDHA block: LDHA (human) enzyme inhibition; purified LDHA, NADH/diaphorase-resazurin fluorescence; active compounds read low; P00338; AID 1347041; activity change, % (values are at about 110 or 230 µM); 480,000 tested, 0.15% active; in the data active means activity change below about -30%; inconclusive means mostly about -25% to -30%;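 further: plate controls were DMSO wells for no effect and wells without enzyme for full effect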
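Enzyme activity of human lactate dehydrogenase 5 (2 nM; 0.06 mM NADH, 0.2 mM pyruvate, 5 min, RT) is measured via a resazurin/diaphorase fluorescence readout of residual NADH.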
Vif-A3F inh: inhibitors of Vif-A3F interaction; HeLa A3F-eYFP + Vif (tagged APOBEC3F with the HIV-1 protein that degrades it), YFP fluorescence increase; Potency, µM (series often up to 46.1 µM), inactives show top-dose activity, negative = active; 390,000 tested, 0.2% active; further: potency means the concentration at half of the fitted maximal effect; % of control where 0% means no effect; nearly all actives have a fitted effect of over 65% in size
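HeLa cells stably expressing Vif plus C-terminally eYFP-tagged A3F were seeded, incubated overnight at 37 deg C, dosed with compound, incubated overnight again at 37 deg C. Yellow fluorescence (Ex 488/Em 500-530) reported blocked Vif-mediated A3F-eYFP degradation.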
D1 PAM: enhances dopamine response at the human D1 receptor. potentiation, % at 10 µM. HEK293 TREx D1 cells, calcium flux, dopamine EC20 potentiation. P21728. 360,000 tested, 0.036% active; in the data active means potentiation above about 30%; further: 0% is about no effect
Target sequence (P21728 whole entry, looked up): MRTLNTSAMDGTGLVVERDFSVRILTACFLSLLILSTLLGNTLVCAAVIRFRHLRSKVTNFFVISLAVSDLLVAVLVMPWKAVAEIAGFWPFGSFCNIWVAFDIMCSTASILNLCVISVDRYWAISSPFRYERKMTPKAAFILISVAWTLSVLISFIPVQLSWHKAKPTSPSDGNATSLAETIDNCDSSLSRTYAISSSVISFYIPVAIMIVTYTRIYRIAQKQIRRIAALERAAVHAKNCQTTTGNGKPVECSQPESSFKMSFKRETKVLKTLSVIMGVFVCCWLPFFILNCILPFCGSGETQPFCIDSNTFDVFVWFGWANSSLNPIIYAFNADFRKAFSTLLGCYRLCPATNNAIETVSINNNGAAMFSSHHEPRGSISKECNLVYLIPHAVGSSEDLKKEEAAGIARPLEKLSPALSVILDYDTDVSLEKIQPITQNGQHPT
D1 agonist: agonists of human D1 dopamine receptor. P21728. HEK293 T-REx D1 cells, calcium flux, agonist mode. activation, % at 2 µM. 360,000 tested, 1% active. AID 504660; in the data active means activation above about 30%; further: 0% is about no effect
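Inducible HEK293 T-REx D1 cells, force-coupled to calcium signalling, were plated at 4000 cells/well with tetracycline and held overnight at 30 C. After no-wash calcium dye loading, compound-evoked calcium rise over 180 s flagged agonists.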
D2 potentiator: positively modulates the human D2 dopamine receptor allosterically. P14416. HEK293 T-REx D2, calcium flux, EC20 dopamine potentiation. potentiation, % at 10 µM. 340,000 tested, 0.34% active;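 active means potentiation over 3 SD above the plate norm, cut at about 30% in these data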; further: 0% is about no effect
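Potentiation of an EC20 dopamine calcium response measured kinetically over 180 s, after a preceding 180 s compound-only read flagging agonists. Cells: inducible Hek293 Trex D2 line, 4000/well, cultured overnight at 30 C before dye loading.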
RXFP1 agonist: activates the human relaxin receptor RXFP1 | Q9HBX9 | HEK293T-RXFP1 cAMP TR-FRET, 30 min; response scale: percent of porcine relaxin response, buffer zero | Potency, µM (series often up to 57.5 µM), without a hit: at the highest dose activation, most hits filed as activators | 370,000 tested, 0.3% active; further: potency means the concentration at half of the fitted maximal effect; on the % scale 0 is the no-effect control and ±100 the full control effect; nearly all actives have a fitted effect of over 60% in size; many of its hits are not listed in these tables
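HEK293 cells stably expressing RXFP1, treated 30 min at 37C with compounds plus PDE4 inhibitor Ro 20174; cAMP measured by HTRF TR-FRET. Normalized to buffer and 29 nM porcine relaxin; EC50 by Hill fit.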
Glioma ERSR ind: inducers of ER stress response in human glioma cells; Potency, µM, for inactives: top-dose activation, hits mostly activators; U87-MG GRP78 promoter luciferase reporter, 16 h; 420,000 tested, 0.02% active; further: potency means the concentration at half of the fitted maximal effect; series mostly up to about 76 µM; % of control where 0% means no effect; nearly all actives have a fitted effect of over 35% in size
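ERSR induction read as luciferase luminescence (Bright-Glo, 10 min at room temperature) in stably transfected human U87-MG glioma cells exposed to compounds for 16 h, using GRP78 as sensor.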
D1 antag: antagonists of human D1 dopamine receptor; HEK293 TREx D1 cells, calcium flux, dopamine EC80; active compounds read low; 360,000 tested, 3.2% active; activity change, negative = inhibition, % at 10 µM; P21728; in the data active means activity change below about -30%; further: on the % scale 0 is the no-effect control and ±100 the full control effect
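Tetracycline-induced HEK293 Trex D1 cells, force-coupled to calcium, dye-loaded; compounds added and read 180 s, then EC80 dopamine added and calcium flux tracked kinetically another 180 s.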
Vif-APOBEC3G blk: Vif-A3G binding inhibition; Q9HC16; 410,000 tested, 0.076% active; HeLa A3G-eYFP + Vif (tagged APOBEC3G with the HIV-1 protein that degrades it), YFP fluorescence, overnight; Potency, µM (top dose mostly 46.1 µM), inactives show at the top dose activity, negative = active, actives largely listed as inhibitors; AID 602310;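 further: potency means the concentration at half of the fitted maximal effect; on the % scale 0 is the no-effect control and ±100 the full control effect; nearly all actives have a fitted effect of over 60% in size; hits raise eYFP signal because A3G escapes Vif-driven loss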
Target sequence (Q9HC16 whole entry, looked up): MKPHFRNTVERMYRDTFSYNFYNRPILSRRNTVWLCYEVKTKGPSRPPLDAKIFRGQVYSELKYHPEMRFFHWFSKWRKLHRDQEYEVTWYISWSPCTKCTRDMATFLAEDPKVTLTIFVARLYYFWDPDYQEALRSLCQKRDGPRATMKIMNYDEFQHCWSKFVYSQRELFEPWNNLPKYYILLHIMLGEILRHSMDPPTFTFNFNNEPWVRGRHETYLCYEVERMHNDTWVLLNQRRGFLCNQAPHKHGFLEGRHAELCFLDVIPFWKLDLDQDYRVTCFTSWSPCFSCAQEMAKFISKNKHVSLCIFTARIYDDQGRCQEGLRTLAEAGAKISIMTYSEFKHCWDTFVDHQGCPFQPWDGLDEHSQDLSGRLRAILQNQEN
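HeLa cells stably expressing Vif and C-terminally eYFP-tagged A3G, seeded overnight at 37 deg C, then exposed to compound by pintool overnight at 37 deg C. Rise in yellow fluorescence (Ex 488/Em 500-530, Acumen) marks blocked Vif-driven A3G degradation.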
* marks the source's active call; other numbers are inactive results; ? = inconclusive; / = no result given; & = joins results of further samples. Unless noted, the call rests on the fitted dose curve; in most records, active means well fitted curve in the direction sought with a large enough effect; inconclusive means small, poorly fitted or top-dose-only effect, or another doubt; inactive means no such curve, though single readings can be large; an effect the other way counts as inactive or inconclusive. Some of the compounds tested; rates above refer to the full screens.

smiles	LDHA block	Vif-A3F inh	D1 PAM	D1 agonist	D2 potentiator	RXFP1 agonist	Glioma ERSR ind	D1 antag	Vif-APOBEC3G blk
CC(OC(=O)CNC(=O)c1ccccc1)C(=O)Nc1ccc(S(=O)(=O)N2CCOCC2)cc1 (centres undefined)	-4	-3%	-6	4	-5	0.4%	-4%	-28	2%
CN1CCN(C(=O)C2C3C=CC(C3)C2C(=O)O)CC1 (centres undefined)	-1	-1%	3	2	11	0.4%	-4%	-15	3%
Cc1ccc(S(=O)(=O)N2CCC(C(=O)N3CCC3)CC2)cc1	-9	-8%	29	2	-1	0.0%	-3%	-9	2%
CSCCC(NC(=O)c1ccco1)C(=O)N(C)CC(=O)Nc1c(Cl)cccc1Cl (centres undefined)	-9	-3%	-4	2	1	0.1%	-3%	5	2%
CCCCNC(=O)CN(CCc1ccccc1)S(C)(=O)=O	-5	1%	-5	-1	11	2.2%	-2%	-1	0%
Cc1cccc(CNS(=O)(=O)c2csc(C(N)=O)c2)c1	-3&-5	2%&6%	1&-2	3&1	3&-3	0.9%&-0.9%	0%&0%	4&-8	1%&9%
CC(=O)NC(N1CCCCC1)C(F)(F)C(F)(F)C(F)(F)C(F)F (centres undefined)	4	-3%	4	1	10	1.2%	-1%	22	2%
Cc1ccc(NC(=O)C2CCN(S(=O)(=O)c3ccc4c(c3)NC(=O)C(C)S4)CC2)cc1Cl (centres undefined)	-4	4%	4	14	-14	-1.9%	-1%	-22	0%
CCOc1ccccc1CNC(=O)c1c(C)oc2ncnc(N3CCOCC3)c12	-4	-5%	-1	3	-7	-0.2%	-3%	7	0%
CSc1nnc(C2CCN(CC(=O)Nc3ccccc3N3CCOCC3)CC2)n1C(C)C	-2	9%	-6	1	1	5.8%	-3%	-2	0%
COc1ccc(C(c2c(C)n(C)n(-c3ccccc3)c2=O)c2c(C)n(C)n(-c3ccccc3)c2=O)cc1	-2	2%	-2	2	3	-2.1%	-6%	-21	-6%
CC(=O)Nc1ccccc1OCC(=O)NCC(F)(F)F	-1	-1%	-1	3	0	-0.7%	-4%	9	0%
Cc1ccc(C(=O)N2CCN(c3ccccn3)CC2)cc1[N+](=O)[O-]	-2	-22%	-7	2	-4	5.6%	-4%	9	0%
O=c1[nH][nH]c(C(F)(F)F)c1C=NCc1ccc(Cl)cc1	-3	1%	0	4	1	1.3%	-4%	6	1%
Cc1c2cnn(-c3ccccc3)c(=O)c2c(C)n1C(C)C(=O)NCc1cccc(Br)c1 (centres undefined)	-1	5%	-3	3	-6	-0.2%	-2%	2	1%
COc1ccc(-c2cc(C(=O)N/N=C(\C)c3cccnc3)c3ccccc3n2)c(OC)c1	-10	1%	-7	4	-10	3.6%	-1%	1	-1%
CN(CC(=O)Nc1ccc(N2CCOCC2)cc1)C(=O)c1cc(F)c(F)cc1Cl	-5	?	-7	0	-4	0.2%	-1%	-42*	-6%
COc1ccc2c(c1)[nH]c1c(=O)n(CCN3CCCC3)cnc12	-3	-6%	-2	0	5	-0.1%	-2%	-16	1%
COc1cc(C)c(S(=O)(=O)NC2CC(C)(C)NC(C)(C)C2)cc1C	-10	-17%	0	0	20	-0.3%	-4%	-3	6%
O=C1N=C(N2CCOCC2)S/C1=C\C=C/c1ccccc1	0	-1%	-7	0	22	-5.6%	8%	-1	-7%
Cn1cc(CCNC(=O)CC2C(=O)NCCN2Cc2cccc(Oc3ccccc3)c2)cn1 (centres undefined)	2	-10%	-1	1	2	0.0%	-3%	-9	-3%
CC(C)CN(C(=O)COC(=O)C12CC3CC(CC(O)(C3)C1)C2)C1CCS(=O)(=O)C1 (centres undefined)	-13	1%	-3	4	-11	1.6%	-6%	3	-1%
COc1cc(NC(=O)COc2ccccc2[N+](=O)[O-])ccc1NC(=O)c1ccco1	0	2%	-4	2	0	1.3%	-2%	-7	-1%
CNc1nc(-c2ccc(S(=O)(=O)N3CCCCC3)cc2)cs1	-12	-15%	-4	10	1	-1.7%	4%	-33*	-18%
Cc1ccc(-c2nc(CS(=O)(=O)CC(=O)NCc3ccccc3Cl)c(C)o2)cc1	-2&-4	-10%	-4	5	/	0.5%	0%	4	4%
O=C(Cc1coc(-c2ccc(F)cc2)n1)Nc1ccccc1	-1	-10%	-5	6	-8	-0.1%	8%	5	-4%
Cc1cccc(S(=O)Cc2ccc(C(=O)N3CCOCC3)o2)c1 (centres undefined)	-3	0%	6	4	7	4.8%	8%	-1	0%
Cc1oc2ncnc(N3CCCCC3)c2c1C(=O)N1CCN(c2ccc(Cl)cc2)CC1	-4	1%	-8	1	1	-3.3%	-2%	-1	-1%
Cc1nn(CC(=O)NCc2ccccc2Cl)c(=O)c2nn(-c3ccccc3)c(C)c12	3	3%	-2	3	7	8.4%	-1%	-8	-7%
Cn1c(=O)c2[nH]c(N=NN3CCCCC3)nc2n(C)c1=O	1	6%	/	/	/	/	-6%	/	-2%
O=C(Nc1cccnc1)c1cccnc1Cl	-5	2%	0	0	0	0.0%	-5%	-6	1%
O=C1CN2Cc3c(ccc(Cl)c3Cl)N=C2N1	-17	-1%	/	/	/	/	-2%&0%	/	-4%
OC(CNCc1ccco1)COc1ccccc1 (centres undefined)	-6	2%	-4	2	-8	0.5%	-3%	-9	0%
CC(C)NS(=O)(=O)c1ccc(OCC(=O)Nc2ccc3c(c2)OCO3)c(Cl)c1	4	-1%	-9	5	19	-1.5%	1%	-15	-5%
NS(=O)(=O)c1ccc(Nc2nc(-c3cccnc3)cs2)cc1	-7	7%	-4	2	/	2.8%	-2%	3	1%
CCOC(=O)c1sc(N2C(=O)c3oc4cc(C)c(C)cc4c(=O)c3C2c2ccc(C)cc2)nc1C (centres undefined)	-9	-5%	-4	0	9	-2.5%	-6%	-23	2%
CCCCn1c(N)c(N(CCOC)C(=O)COC(=O)c2cc(CC)c(C)s2)c(=O)[nH]c1=O	-5	?	3	2	-9	-1.2%	-3%	-8	-1%
CNC(=S)NNC(=O)c1cccs1	-3	1%	-3	2	6	0.5%	-3%	27	-5%
O=C(Nc1ccc(F)c(F)c1)c1cc(S(=O)(=O)N2CCc3ccccc32)ccc1F	3	11%	-3	2	-8	-0.6%	3%	-5	7%
N=c1scc(-c2ccccc2)n1/N=C/c1ccco1	0	1%	5	4	-6	1.9%	1%	-24	0%
COc1ccc(CCNC(=O)CS(=O)(=O)c2cn(CC(=O)N(C(C)C)C(C)C)c3ccccc23)cc1OC	17	5%	2	0	9	-2.8%	-3%	4	-4%
CCN(CC(=O)N1CCCCC1)S(=O)(=O)c1ccccc1	-8	0%	6	5	10	-0.6%	-1%	9	0%
O=C(Nc1c2c(nn1-c1ccc(F)cc1)CS(=O)C2)c1ccco1 (centres undefined)	0	3%	-5	4	0	-2.2%	-5%	8	-7%
CCOC(=O)c1ccc(NC(=O)CSc2nnc(C3CCCCC3)n2C)cc1	-11	-29%	-2	4	7	1.3%	-2%	-1	1%
Clc1ccc(C2=NOC(c3nnc(-c4ccccc4)o3)C2)cc1 (centres undefined)	-1	2%	-7	8	-7	0.5%	-4%	4	5%
CCC(C)[C@H](NC(=O)[C@H](Cc1ccccc1)n1c(=O)[nH]c2ccccc2c1=O)C(=O)NCC1CCC(C(=O)O)CC1 (some centres undefined)	-3	-3%	2	3	-12	-0.4%	0%	4	3%
Cc1ccc(-c2cc(C(=O)N/N=C/C=C/c3ccccc3)n[nH]2)o1	-7	-2%	-1	3	8	-1.2%	0%	11	-7%
COc1ccc(CCNS(=O)(=O)c2c(N)n(C)c(=O)n(C)c2=O)cc1OC	-2	6%	-14	1	-1	-0.6%	-3%	1	-7%
COc1ccccc1CNC(=O)CCC1N=C2c3ccccc3N=C(SCC(=O)NCC3CCCO3)N2C1=O (centres undefined)	-10	1%	-4	1	18	18%	-1%	-2	2%
O=[N+]([O-])c1ccc(N2CCN(c3ccccc3)CC2)cc1	-1	-4%	-4	2	/	-5.4%	-1%	-10	1%

(cont.)
smiles	LDHA block	Vif-A3F inh	D1 PAM	D1 agonist	D2 potentiator	RXFP1 agonist	Glioma ERSR ind	D1 antag	Vif-APOBEC3G blk
COCCNC(=O)/C(C#N)=C/c1ccc(C(=O)O)cc1	-10	-12%	-1	4	8	-0.5%	-3%	-8	-5%
COCCCN1C(=O)C(=O)/C(=C(/O)c2ccc(S(=O)(=O)N3CCCCC3)cc2)C1c1ccc(O)cc1 (centres undefined)	2	-7%	4	1	8	0.6%	-5%	-12	7%
Cc1cccc(OC(C)C(=O)Nc2ccc3c(c2)OCCO3)c1 (centres undefined)	-1	4%	/	/	/	/	-6%	/	4%
O=C(NNC(=O)c1ccc2ccccc2c1O)Nc1ccc(F)cc1	4	1%	2	6	-16	3.2%	-4%	-3	-4%
COc1cccc(OC(=O)CSc2nnc(-c3ccccc3Br)o2)c1	-5	3%	-4	5	-4	8.9%	7%	8	1%
COc1ccc(NC(=O)N2Cc3ccccc3CC2C(=O)NC(C)(C)C)cc1 (centres undefined)	-3	-5%	3	0	8	1.0%	-4%	4	-1%
COc1cc(CN2CCCN(C)CC2)c([N+](=O)[O-])cc1OC	8	-3%	-6	2	-2	1.6%	-2%	2	0%
O=[N+]([O-])c1nn(-c2ccc3c(c2)OCCO3)n(O)c1=NCc1ccc(F)cc1	6	-24%	2	3	15	1.1%	-1%	-6	-14%

Whole records, looked up by structure.
Profile of COCCNC(=O)/C(C#N)=C/c1ccc(C(=O)O)cc1 : LDHA block: -10; Vif-A3F inh: -12%; D1 PAM: -1; D1 agonist: 4; D2 potentiator: 8; RXFP1 agonist: -0.5%; Glioma ERSR ind: -3%; D1 antag: -8; Vif-APOBEC3G blk: -5%
Profile of CN(CC(=O)Nc1ccc(N2CCOCC2)cc1)C(=O)c1cc(F)c(F)cc1Cl : LDHA block: -5; Vif-A3F inh: ?; D1 PAM: -7; D1 agonist: 0; D2 potentiator: -4; RXFP1 agonist: 0.2%; Glioma ERSR ind: -1%; D1 antag: -42*; Vif-APOBEC3G blk: -6%
